High-throughput results deposited in PubChem BioAssay by several laboratories.
LRH-1 inv ag – NR5A2 inverse agonism in reporter assay. 360,000 tested, 0.13% active. HEK293T StAR-luciferase reporter, LRH-1 transfected, 24 h. O00482. AID 602396. inhibition, % at 3.6 µM;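 active means inhibition above the mean inhibition of all tested compounds plus 3 SD, cut at about 73% in these data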;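 further: 0% = DMSO wells and 100% = reporter-only cells lacking LRH-1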
NCOA1 inh – inhibitors of human steroid receptor coactivator 1 (SRC1); Q15788; HEK293 GAL4-SRC1 luciferase reporter, luminescence; inhibition, % at 3.6 µM; 360,000 tested, 0.12% active; AID 588354;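 active means inhibition above the campaign mean plus 3 SD, with each screening campaign given its own cutoff, cut at about 60% in these data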;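 further: 0% = DMSO treated cells and 100% = gossypol at 36 µM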
Shn3 inh set2 – inhibitors of Schnurri-3 3'UTR reporter in osteoblasts; 360,000 tested, 0.52% active; Clone20 osteoblast Shn3 3'UTR firefly luciferase, 24 h; AID 588674; inhibition, % at 12.5 µM;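 active means mean inhibition of at least 75% with every replicate also reaching 75%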;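 further: 0% = median of neutral control wells and 100% = pilot-screen positive control compound; some compounds past the cut are filed as inactive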
NR2F2 inh – blocks human COUP-TFII nuclear receptor. P24468. HEK293T NGFI-A luciferase reporter, luminescence. inhibition, % at 8.6 µM. 370,000 tested, 0.7% active;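 active means inhibition above a per-plate cutoff, mean inhibition of test wells between control levels plus 3 SD, cut at about 38% in these data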;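 further: cells cotransfected with COUP-TFII expression vector driving the NGFI-A reporter; 0% = median of COUP-TF2 test wells and 100% = reporter-only cells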
CF NFkB block – inhibitors of cystic fibrosis induced NF-kB; KKLEB NF-kB-GFP reporter, PAF-induced, GFP fluorescence overnight; inhibition, % at 5 µM; 360,000 tested, 0.86% active; AID 588850;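 active means at least 50% inhibition at 5 µM, scaled per plate between neutral and stimulator controls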;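 further: PAF is a Pseudomonas aeruginosa culture filtrate used as stimulus; plate controls were PAF-stimulated DMSO wells for no effect and unstimulated DMSO wells for full effect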
TROY signal inh – TROY signaling inhibition; Q293 LMP1-TROYcd NF-kB luciferase reporter, 4 h; inhibition, % at 10 µM; 360,000 tested, 0.98% active; AID 1347056;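 active means compounds whose plate-normalised and pattern-corrected inhibition of the luciferase reporter signal at the single screening dose is 50% or more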
TWEAK Fn14 block – TWEAK-Fn14 signaling inhibition; TWEAK-stimulated Fn14 reporter cells, luciferase luminescence, 8 h; 360,000 tested, 2% active; AID 1159606; inhibition, % at 10 µM; in the data active means inhibition above about 50%
EBV LMP1 NFkB – reduces LMP1-driven NF-kappaB luciferase signal. LMP1-induced NF-kappaB luciferase reporter cells, luminescence. inhibition, % at 12.5 µM. 350,000 tested, 0.69% active; in the data active means inhibition above about 41%;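 further: 0% = neutral control wells and 100% = reference inhibitor control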
TRAIL sens C8 – caspase-8 TRAIL sensitization; inhibition (viability loss, TRAIL sensitization), % at 10 µM; NB7+C8 cells + TRAIL, ATPlite viability luminescence; 360,000 tested, 1% active;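 active means compounds causing at least 50% loss of cell viability in the single-dose screen, relative to plate controls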
KKLEB cytotox – reduces viability of KKLEB cystic fibrosis airway cells; KKLEB CF airway cells viability, ATPlite luminescence, overnight; active compounds read low; cells stimulated with P. aeruginosa culture filtrate; activity change (cytotoxicity), % at 5 µM; 360,000 tested, 0.36% active;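 active means corrected activity change at or below -50% at 5 µM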
SRC3 inh – human NCOA3 inhibition; Q9Y6Q9; HEK293 GAL4-SRC3 luciferase reporter, luminescence; inhibition, % at 3.6 µM; 360,000 tested, 0.17% active; AID 588352;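 active means inhibition above a per-campaign cutoff, the mean of all compounds plus 3 SD, cut at about 60% in these data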;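 further: 0% = DMSO-treated cells and 100% = gossypol-treated cells at 36 µM; higher means less SRC3-driven luciferase light from the GAL4 reporter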
Target sequence (Q9Y6Q9 whole entry, looked up, the tested form may be a part): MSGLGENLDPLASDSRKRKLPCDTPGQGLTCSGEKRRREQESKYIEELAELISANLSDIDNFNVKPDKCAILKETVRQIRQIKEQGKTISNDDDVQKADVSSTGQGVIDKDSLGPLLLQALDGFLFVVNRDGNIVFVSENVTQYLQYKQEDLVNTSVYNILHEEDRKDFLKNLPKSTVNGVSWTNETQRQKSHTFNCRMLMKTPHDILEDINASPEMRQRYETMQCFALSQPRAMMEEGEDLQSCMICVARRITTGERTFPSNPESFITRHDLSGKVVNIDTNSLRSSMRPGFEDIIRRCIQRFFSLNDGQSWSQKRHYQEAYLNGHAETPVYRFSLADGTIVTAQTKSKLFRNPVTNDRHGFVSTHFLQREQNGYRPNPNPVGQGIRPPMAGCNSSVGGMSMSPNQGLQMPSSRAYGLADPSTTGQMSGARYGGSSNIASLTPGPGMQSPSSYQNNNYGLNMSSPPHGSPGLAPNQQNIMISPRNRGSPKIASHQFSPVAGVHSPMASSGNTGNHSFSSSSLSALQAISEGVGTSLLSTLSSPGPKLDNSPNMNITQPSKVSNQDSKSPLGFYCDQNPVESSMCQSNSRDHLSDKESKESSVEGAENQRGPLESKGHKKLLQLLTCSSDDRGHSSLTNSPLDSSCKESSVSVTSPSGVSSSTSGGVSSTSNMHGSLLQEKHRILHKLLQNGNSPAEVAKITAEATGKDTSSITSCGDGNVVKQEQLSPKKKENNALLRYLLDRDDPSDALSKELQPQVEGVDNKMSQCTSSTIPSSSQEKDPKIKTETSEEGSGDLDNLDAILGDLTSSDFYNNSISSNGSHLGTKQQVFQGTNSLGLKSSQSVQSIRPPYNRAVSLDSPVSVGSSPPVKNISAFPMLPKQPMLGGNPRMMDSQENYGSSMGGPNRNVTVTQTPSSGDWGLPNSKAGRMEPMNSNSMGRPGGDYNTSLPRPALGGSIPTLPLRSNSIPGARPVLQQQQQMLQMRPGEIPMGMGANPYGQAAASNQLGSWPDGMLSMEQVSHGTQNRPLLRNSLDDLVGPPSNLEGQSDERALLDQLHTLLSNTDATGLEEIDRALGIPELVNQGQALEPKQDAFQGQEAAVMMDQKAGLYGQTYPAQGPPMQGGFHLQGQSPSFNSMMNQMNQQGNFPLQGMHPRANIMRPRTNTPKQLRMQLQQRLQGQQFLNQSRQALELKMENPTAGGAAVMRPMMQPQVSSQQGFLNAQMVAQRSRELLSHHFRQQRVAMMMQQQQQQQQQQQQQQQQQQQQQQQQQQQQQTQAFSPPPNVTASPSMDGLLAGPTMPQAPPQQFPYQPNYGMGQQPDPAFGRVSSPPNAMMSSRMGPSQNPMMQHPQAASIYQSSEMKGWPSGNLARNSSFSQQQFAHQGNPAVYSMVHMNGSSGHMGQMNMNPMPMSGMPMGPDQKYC
The depositor's hits bear a star.

#1 CCN(CC)CCN(C(=O)c1ccc2c(c1)CCCC2)c1nc2c(C)cccc2s1
#2 Cc1occc1C(=O)NNC(=O)NC12CC3CC(CC(C3)C1)C2
#3 C/C(=N\OC(=O)c1ccccc1)c1cc(-c2ccc(Cl)cc2)no1
#4 CCCN(C(=O)CCl)C1=CCCCC1
#5 CC(=O)Nc1ccc(S(=O)(=O)NCC(=O)NC(C)c2ccc(S(N)(=O)=O)cc2)cc1 (stereo unspecified)
#6 COc1ccc(S(=O)(=O)N2CCCOC2CNC(=O)C(=O)NC2CCCC2)cc1 (stereo unspecified)
#7 O=C(CN1C(=O)COc2ccc(S(=O)(=O)N3CCCCC3)cc21)NCc1ccc(F)cc1
#8 CCOc1ccc(-n2cnnn2)cc1S(=O)(=O)Nc1c(C)cccc1C
#9 NC(=O)NCc1ccc(F)cc1
#10 Cc1nc2ccc(NC(=O)Cc3ccc4c(c3)OCCO4)cc2s1

screen / no.,1,2,3,4,5,6,7,8,9,10
LRH-1 inv ag,13,-10,6,23,-7,-1,8,-7,-8,-21
NCOA1 inh,-6,-10,-14,11,4,-2,8,-11,-1,5
Shn3 inh set2,14,-7,-18,6,-17,13,-6,-22,0,-1
NR2F2 inh,-3,-3,-2,11,18,-5,0,-12,10,4
CF NFkB block,26,-1,-29,4,5,3,-13,5,12,-1
TROY signal inh,4,-22,-88,-4,2,-22,-15,4,-7,-30
TWEAK Fn14 block,-7,-2,-20,10,4,-20,8,-6,2,-16
EBV LMP1 NFkB,9,3,7,-22,-3,-4,-1,1,-5,5
TRAIL sens C8,14,14,13,35,18,-12,-4,8,6,-2
KKLEB cytotox,-14,-1,1,-1,14,-9,5,3,-17,-3
SRC3 inh,8,-20,-13,8,-16,32,-19,11,13,-20

Individual results from the list:
Reading for #1 under NR2F2 inh: -3
Reading for #5 under Shn3 inh set2: -17
Reading for #10 under KKLEB cytotox: -3
Reading for #4 under LRH-1 inv ag: 23
Reading for #9 under Shn3 inh set2: 0

3 compounds picked at random from the list so far:
#1 CCN(CC)CCN(C(=O)c1ccc2c(c1)CCCC2)c1nc2c(C)cccc2s1
#5 CC(=O)Nc1ccc(S(=O)(=O)NCC(=O)NC(C)c2ccc(S(N)(=O)=O)cc2)cc1 (stereo unspecified)
#7 O=C(CN1C(=O)COc2ccc(S(=O)(=O)N3CCCCC3)cc21)NCc1ccc(F)cc1

screen / no.,1,5,7
LRH-1 inv ag,13,-7,8
NCOA1 inh,-6,4,8
Shn3 inh set2,14,-17,-6
NR2F2 inh,-3,18,0
CF NFkB block,26,5,-13
TROY signal inh,4,2,-15
TWEAK Fn14 block,-7,4,8
EBV LMP1 NFkB,9,-3,-1
TRAIL sens C8,14,18,-4
KKLEB cytotox,-14,14,5
SRC3 inh,8,-16,-19

Next records follow.
#11 CCOc1ccc(S(=O)(=O)Nc2nc3ccccc3nc2N2CCN(C)CC2)cc1
#12 CC(C)C[C@H](NC(=O)N1CCn2c1nc1ccccc12)C(=O)NCCc1ccccc1
#13 CC(C)CC1=NC(C(F)(F)F)(C(F)(F)F)c2c(n(CC(C)C)c(=O)[nH]c2=O)N1
#14 Cn1cccc1C(=O)Nc1ccc(Cl)c(S(=O)(=O)N2CCCCC2)c1
#15 COc1cc(CNS(=O)(=O)CCl)cc(OC)c1OC
#16 COc1ccc(NC(=O)CSCC(=O)N(C)Cc2ccc3c(c2)OCCO3)cc1
#17 CC(=O)Nc1ccc(S(=O)(=O)Nc2ccccc2C(=O)NCc2cccnc2)cc1
#18 COC(=O)c1cc(S(=O)(=O)NCc2cccs2)c[nH]1
#19 Brc1ccc(CSc2nccn2-c2ccccc2)cc1
#20 O=C(CCC(=O)c1cccs1)Nc1nnc(C2CC2)s1

screen / no.,11,12,13,14,15,16,17,18,19,20
LRH-1 inv ag,43,3,18,13,15,13,20,-21,4,-1
NCOA1 inh,-3,-14,-6,-2,-5,12,4,-2,1,-3
Shn3 inh set2,-1,-7,0,39,-1,-6,-8,-12,-6,-4
NR2F2 inh,-12,6,4,25,1,3,-8,13,-12,4
CF NFkB block,-4,10,4,22,3,0,5,1,7,14
TROY signal inh,0,-14,29,1,-5,3,4,-11,-14,-9
TWEAK Fn14 block,-13,11,20,11,18,-8,7,8,-8,-1
EBV LMP1 NFkB,-5,-1,-16,13,-3,2,-2,-4,2,-1
TRAIL sens C8,-7,6,-11,9,-15,-4,3,9,6,-2
KKLEB cytotox,-8,-13,0,-12,-14,1,10,-1,3,2
SRC3 inh,1,1,-1,5,-5,7,1,-19,12,-15

Compounds from the list above that contain a Cl atom:
#3 C/C(=N\OC(=O)c1ccccc1)c1cc(-c2ccc(Cl)cc2)no1
#4 CCCN(C(=O)CCl)C1=CCCCC1
#14 Cn1cccc1C(=O)Nc1ccc(Cl)c(S(=O)(=O)N2CCCCC2)c1
#15 COc1cc(CNS(=O)(=O)CCl)cc(OC)c1OC

screen / no.,3,4,14,15
LRH-1 inv ag,6,23,13,15
NCOA1 inh,-14,11,-2,-5
Shn3 inh set2,-18,6,39,-1
NR2F2 inh,-2,11,25,1
CF NFkB block,-29,4,22,3
TROY signal inh,-88,-4,1,-5
TWEAK Fn14 block,-20,10,11,18
EBV LMP1 NFkB,7,-22,13,-3
TRAIL sens C8,13,35,9,-15
KKLEB cytotox,1,-1,-12,-14
SRC3 inh,-13,8,5,-5

More compounds
#21 CC(C)NC(=O)Nc1ccc2c(c1)C(=O)N([C@H](C)CO)C[C@H](C)[C@@H](CN(C)S(=O)(=O)c1cccs1)O2
#22 CCC(=O)n1nc(-c2ccc(OC)cc2)nc1NCc1cccs1
#23 O=C(c1ccc2ncsc2c1)N1CCN(c2nc3ccccc3s2)CC1
#24 CCC(c1nnc(SCC(=O)Nc2c(F)cccc2F)n1Cc1ccccc1)N(C)C (stereo unspecified)
#25 CC(C)(C)OC(=O)C[C@@H]1C/C=C\C[C@H](CC(=O)N[C@@H](CO)Cc2ccccc2)C(=O)N[C@H](C(C)(C)C)COC1=O
#26 COc1cc(OC)cc(-c2cc3nc(C)c(CCC(=O)Nc4nc(C)cs4)c(C)n3n2)c1
#27 CN(C(=O)CC1C(=O)NCCN1Cc1ccc(F)cc1)C1CCOCC1 (stereo unspecified)
#28 O=C(O)c1cc2ncc(CCO)cn2n1
#29 CCc1nn(CCCC(=O)NC2CCCCC2C)c(=O)c2cc3occc3n12 (stereo unspecified)
#30 COc1ccc(NC(=O)COC(=O)c2ccc(OCc3ccc(Cl)cc3Cl)c(OC)c2)c(OC)c1

screen / no.,21,22,23,24,25,26,27,28,29,30
LRH-1 inv ag,-24,-14,7,13,16,5,-1,10,-17,10
NCOA1 inh,-1,-13,-1,-30,-1,-6,-6,-1,5,-13
Shn3 inh set2,8,-52,-7,4,6,52,-26,-11,-12,22
NR2F2 inh,-8,5,25,-4,18,31,-4,12,1,11
CF NFkB block,28,16,8,6,4,28,-5,4,-35,6
TROY signal inh,-12,-6,39,3,-2,25,-10,-9,2,-22
TWEAK Fn14 block,-2,-17,15,-8,1,17,-3,0,3,-48
EBV LMP1 NFkB,6,-6,34,-1,10,6,-1,4,0,0
TRAIL sens C8,-3,-12,11,0,-7,27,-27,-5,1,20
KKLEB cytotox,-8,-9,7,6,1,-12,-11,7,9,-11
SRC3 inh,11,3,19,0,-17,4,15,17,-21,22

#31 CCN(C[C@H]1N[C@@](Cc2ccccc2)(C(=O)OC)[C@H]2C(=O)N(Cc3ccccc3)C(=O)[C@@H]12)S(=O)(=O)c1ccc(OC(F)(F)F)cc1
#32 COc1cc(Br)cc(CN2CCN(c3ncccn3)CC2)c1O
#33 O=C(COC(=O)c1cc(Cl)ccc1O)Nc1ccccc1C(=O)NC1CC1
#34 N#Cc1cn(CCOC(=O)c2cccc(C(F)(F)F)c2)c(=O)[nH]c1=O
#35 O=C(O)C1C2C=CC(C2)C1C(=O)NCc1ccc(Cl)c(Cl)c1 (stereo unspecified)
#36 Cc1ccc(S(=O)(=O)N2[C@@H](c3ccccc3F)C(C(=O)O)=CC[C@H]2c2ccc(C(C)C)cc2)cc1
#37 C=CCn1c(CSc2nc3ccccc3s2)n[nH]c1=S
#38 O=C1COc2ccc(C(=O)COC(=O)c3sc4ccccc4c3Cl)cc2N1
#39 COc1ccccc1C(=O)Nc1ccnn1C1CCN(Cc2cn(C)c3ccccc23)CC1
#40 O=c1c2ccccc2c(=O)n(Cc2ccccc2)n1Cc1ccccc1

screen / no.,31,32,33,34,35,36,37,38,39,40
LRH-1 inv ag,-13,-10,24,15,11,-7,3,-2,22,-15
NCOA1 inh,6,-13,-8,-15,10,-9,-20,14,20,3
Shn3 inh set2,39,-5,-2,9,-12,0,3,4,8,-6
NR2F2 inh,-1,14,-2,24,13,5,-4,8,24,5
CF NFkB block,11,-2,2,-15,-1,-14,-1,2,-3,4
TROY signal inh,8,13,2,0,7,13,9,35,-1,0
TWEAK Fn14 block,28,-3,-18,-9,4,5,-8,-10,6,2
EBV LMP1 NFkB,5,-4,4,4,-4,3,-11,-2,3,9
TRAIL sens C8,16,12,-11,3,-3,-8,4,-1,10,3
KKLEB cytotox,5,-3,-3,-9,0,34,4,-5,-1,-2
SRC3 inh,-25,-3,19,17,15,-11,-10,6,-1,0

#41 COC(=O)c1ccc(Oc2coc3cc(OCc4ccc([N+](=O)[O-])cc4)ccc3c2=O)cc1
#42 Cc1c(NS(=O)(=O)c2ccc(Cl)c(C(=O)OCC(=O)NCc3ccco3)c2)c(=O)n(-c2ccccc2)n1C
#43 Cc1cccc(NS(=O)(=O)c2cccc(C(=O)NCC3(N4CCCCC4)CCCCC3)c2)c1
#44 Cc1ccc(C(=O)NNc2nc3ccccc3nc2C(F)(F)F)cc1
#45 Cc1ccc(-n2nc(C)c3c2C(Br)C(C)(C)CC3=O)nc1 (stereo unspecified)
#46 O=C(CSc1nnnn1-c1ccccc1F)Nc1nc2ccccc2s1
#47 Cc1cc(OCC(=O)N[C@@H](Cc2ccccc2)c2nc3ccccc3[nH]2)ccc1Cl
#48 O=C(COC(=O)c1cccc(S(=O)(=O)N2CCOCC2)c1)Nc1ncc(Cl)cc1Cl
#49 O=[N+]([O-])c1ccc2c(c1)C(N1CCOCC1)/C(=C/COc1ccc(Cl)cc1Cl)O2 (stereo unspecified)
#50 COc1ccc(/C=C2\OC(=S)N(C)C2=O)cc1
#51 Cc1cc(C(F)(F)F)n2ncc(-c3cccc(Br)c3)c2n1
#52 CCCCCC(=O)N1CCCC(c2nc(-c3ccc(OC)cc3)no2)C1 (stereo unspecified)

screen / no.,41,42,43,44,45,46,47,48,49,50,51,52
LRH-1 inv ag,-17,5,-13,4,-2,14,10,-1,20,10,5,-24
NCOA1 inh,4,-6,-4,-9,-13,-6,-7,-26,3,1,-4,-15
Shn3 inh set2,23,-16,-10,7,-1,-4,-41,-17,15,-15,1,-5
NR2F2 inh,9,-27,-10,5,14,-3,-14,-23,-5,0,-9,1
CF NFkB block,-4,-20,-13,9,25,2,3,0,0,-2,-10,-13
TROY signal inh,-22,20,-12,21,5,23,-26,-20,0,-15,-4,13
TWEAK Fn14 block,-29,-16,-8,-11,1,15,-4,-19,-5,4,3,-9
EBV LMP1 NFkB,7,-2,-26,0,8,-3,-9,-2,-2,-26,-8,4
TRAIL sens C8,31,0,6,-2,-12,20,-13,-2,4,-6,-8,-6
KKLEB cytotox,-10,2,7,0,0,-22,-20,-14,0,12,6,8
SRC3 inh,9,8,-9,-5,-4,1,-5,-35,15,6,9,-12

Some of the compounds tested. The share of hits here may be higher or lower than overall.
